# Source: PubChem BioAssay (Broad Institute)
# RAD52 anneal inh: RAD52 (human) annealing inhibition. P43351. inhibition, % at 18.7 µM. actives 0.46% (n = 360,000). recombinant RAD52 DNA annealing, FRET fluorescence;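 active = every replicate showing at least 50% inhibition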
# Target sequence (P43351 whole entry, looked up): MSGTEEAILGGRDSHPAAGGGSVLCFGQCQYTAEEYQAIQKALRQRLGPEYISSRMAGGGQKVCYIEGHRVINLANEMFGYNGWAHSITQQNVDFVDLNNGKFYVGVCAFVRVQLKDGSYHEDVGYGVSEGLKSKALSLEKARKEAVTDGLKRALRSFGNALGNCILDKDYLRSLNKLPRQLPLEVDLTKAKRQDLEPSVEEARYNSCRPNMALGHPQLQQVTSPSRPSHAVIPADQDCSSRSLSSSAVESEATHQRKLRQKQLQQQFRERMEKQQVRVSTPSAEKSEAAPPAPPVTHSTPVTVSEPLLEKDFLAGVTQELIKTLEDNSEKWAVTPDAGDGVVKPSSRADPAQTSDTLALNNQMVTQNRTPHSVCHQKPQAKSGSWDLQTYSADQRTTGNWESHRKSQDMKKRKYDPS
# E-selectin induc: E-selectin induction on HUVECs; P16581; HUVEC E-selectin immunofluorescence imaging; normalized: neutral wells 0, TNF-alpha wells 100; activation, % at 7.58 µM; actives 0.37% (n = 260,000);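 active = mean E-selectin-positive cell signal at least 10% of the positive control, reached in at least 60% of replicates, without over 20% cell loss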;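 also: in these data hits start at about 27%; measured in HUVEC primary endothelial cells; signal is the percent of cells scored E-selectin positive by PE staining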
# Target sequence (P16581 whole entry, looked up): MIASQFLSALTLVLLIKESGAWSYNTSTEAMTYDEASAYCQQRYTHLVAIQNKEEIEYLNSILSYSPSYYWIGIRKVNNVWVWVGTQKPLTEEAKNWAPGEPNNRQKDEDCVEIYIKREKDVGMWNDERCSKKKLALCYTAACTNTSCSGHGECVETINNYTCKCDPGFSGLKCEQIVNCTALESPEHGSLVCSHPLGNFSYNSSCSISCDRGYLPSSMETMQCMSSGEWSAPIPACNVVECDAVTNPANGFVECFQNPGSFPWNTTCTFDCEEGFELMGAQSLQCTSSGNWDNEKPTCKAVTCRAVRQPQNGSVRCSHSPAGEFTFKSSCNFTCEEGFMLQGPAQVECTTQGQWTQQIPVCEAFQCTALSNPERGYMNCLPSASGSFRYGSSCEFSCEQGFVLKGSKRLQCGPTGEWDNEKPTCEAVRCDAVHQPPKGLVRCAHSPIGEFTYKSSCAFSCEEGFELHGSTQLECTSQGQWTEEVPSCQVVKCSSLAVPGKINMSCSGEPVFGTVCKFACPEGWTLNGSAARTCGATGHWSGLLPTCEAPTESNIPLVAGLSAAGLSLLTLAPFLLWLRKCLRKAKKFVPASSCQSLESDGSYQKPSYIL
#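 System: HUVEC, human umbilical vein endothelial cells; quantity: 3,000 cells/well; buffer or medium: EGM-2 medium, gelatin-coated wells; dosing: single-point compound dose; detection: immunofluorescence imaging; evaluation: % PE-positive cells; benchmarks: TNF-alpha, DMSO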
# EWS-Fli inh: EWS/Fli transcriptional activity inhibition; A673 NR0B1-luciferase reporter, viability-normalised; actives 0.67% (n = 350,000); AID 651661; inhibition, % at 12.6 µM;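 active = mean inhibition of at least 50% after viability correction, with every replicate also passing that limit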;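 also: firefly luciferase signal divided by Alamar Blue viability fluorescence both relative to DMSO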
# Xi reactivation: reactivates the inactive X chromosome in mouse fibroblasts; XiGFP mouse fibroblasts, % GFP-positive cells imaging, 3 d; cells co-treated with 5-aza-dC sensitizer; scaled so ellipticine positive control = 100%; activation, % at 7.58 µM; actives 0.055% (n = 360,000); AID 743238;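 active = mean normalized replicate activation at least 10% and every replicate at or above 10%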;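 also: 0% = median of on-plate neutral control wells and 100% = ellipticine 6 µM median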
#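 Material: XiGFP fibroblasts, SV40-immortalized. Buffer or medium: DMEM plus 5-aza-dC sensitizer. Compound: single concentration per compound, delivered by pin transfer. Times: 3 days compound exposure. Controls: ellipticine 6 µM.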
# S100A4 inh HTS: S100A4-myosin IIA interaction inhibition; S100A4/TAMRA-MyoIIA peptide fluorescence polarization; inhibition, % at 10.7 µM; actives 0.14% (n = 360,000); AID 652163;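 active = mean inhibition of at least 70% across replicates, with every replicate also reaching that level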
#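 incubation = readout 5 min after mixing, signal stable up to 60 min | system = S100A4 monomer protein | buffer or medium = HEPES pH 7.2 with CaCl2, KCl, NaCl, DTT, Triton | benchmarks = neutral control DMSO, positive control TFP | also added = fluorescent myosin IIA peptide, 5 nM | compound dosing = one concentration per compound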
# FN deposit inh: fibronectin deposition inhibition | AH1F fibroblasts, Alexa488-fibronectin deposition fluorescence, overnight | inhibition, % at 12.6 µM | actives 0.086% (n = 350,000) | AID 743247;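 active = mean inhibition across replicates of 30% or more, regardless of how many single replicates reach that level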;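 also: positive control wells lacked labelled fibronectin entirely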
#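 test system = AH1F fibroblasts assembling fluorescent fibronectin matrix | quantity = 10000 AH1F cells per well | buffer or medium = DMEM plus 2% serum, read in PBS | doses = single dose, pinned | incubation = 1 h cell attachment, overnight exposure to compound and label | detection = fluorescence at 485 nm excitation, 525 nm emission | read-out basis = inhibition from reduced deposited-fibronectin fluorescence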
# esBAF inh: inhibitors of esBAF chromatin remodeling in mouse ES cells | Bmi1-luciferase knock-in reporter, 24 h; 100% = twice the neutral-well signal | reporter increase, % at 12.5 µM | actives 2% (n = 350,000) | AID 602393; in the data active = activation above about 40%;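 also: 0% = median of the plate's neutral control wells and 100% = double that signal; a rise in the Bmi1 reporter signal indicates esBAF inhibition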
# RAD54 inh: RAD54 (human) branch migration inhibition. AID 602329. actives 0.14% (n = 360,000). inhibition, % at 10.4 µM. RAD54 Holliday junction branch migration, FAM/BHQ fluorescence;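 active = mean normalized replicate activity at least 40 and at least half of replicates scoring 40 or more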;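 also: 0% = median of neutral control wells and 100% = median of positive control wells; inhibitors cause a drop in the FAM fluorescence signal; in these data hits start at about 50%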
# An asterisk follows results filed as active; . = no result given.
# A first look, 2 compounds:
molecule	RAD54 inh	RAD52 anneal inh	esBAF inh	EWS-Fli inh	FN deposit inh	Xi reactivation	E-selectin induc	S100A4 inh HTS
Cc1nc(C)c(-c2ccc(SCc3ccccc3F)nn2)s1	-11	-4	69*	.	-5	0.0	.	-6
COc1ccc(NC(=O)C2(C)Cc3c(-c4cccc(C(F)(F)F)c4)ccnc3O2)cn1 (configuration not stated)	-4	-5	3	-5	-5	0.0	1.3	-1

# This part in full, from the start:
molecule	RAD54 inh	RAD52 anneal inh	esBAF inh	EWS-Fli inh	FN deposit inh	Xi reactivation	E-selectin induc	S100A4 inh HTS
Cc1nc(C)c(-c2ccc(SCc3ccccc3F)nn2)s1	-11	-4	69*	.	-5	0.0	.	-6
COc1ccc(NC(=O)C2(C)Cc3c(-c4cccc(C(F)(F)F)c4)ccnc3O2)cn1 (configuration not stated)	-4	-5	3	-5	-5	0.0	1.3	-1
O=C(CCNC(=O)c1ccc(Br)cc1)NCc1ccccc1F	.	-3	-1	-1	4	0.0	0.8	1
COc1ccc(CCNC(=O)[C@H](CC(C)C)NC(=O)N2CCn3c2nc2ccccc23)cc1OC	6	-4	2	4	6	0.0	.	-3
CCOC(=O)c1nc(C(=O)NCc2ccc(C)cc2)nc2ccccc12	1	-9	-1	2	1	0.0	0.3	6
O=C(Cc1cccs1)Nc1ccccc1F	-1	-7	7	-11	1	-0.1	-0.3	-6
O=C(C[C@H]1C=C[C@@H](NC(=O)c2ccncc2)[C@@H](CO)O1)Nc1ccccc1	.	-13	.	-8	-5	-0.3	-0.2	23
CN(C)CCN(Cc1ccccc1)C(c1ccnc2ccccc12)c1nnnn1-c1ccc2c(c1)OCCO2 (configuration not stated)	.	-9	.	4	3	0.5	-0.7	-7
COCCOC(=O)c1c(C)oc2ccc(O)c(CN3CCC(C)CC3)c12	6	-2	7	.	1	.	.	-9
O=c1cc(CN2CCCCC2)nc(C2CC2)[nH]1	4	3	-6	11	0	0.0	.	1

# (cont.)
molecule	RAD54 inh	RAD52 anneal inh	esBAF inh	EWS-Fli inh	FN deposit inh	Xi reactivation	E-selectin induc	S100A4 inh HTS
CO[C@H]1CN(C)C(=O)c2ccc(NC(=O)Cc3ccccc3)cc2OC[C@@H](C)N(CC2CC2)C[C@H]1C	3	2	-2	1	-4	-0.2	0.4	-1
Cc1cccc(CCNS(=O)(=O)c2ccc3c(c2)NC(=O)CO3)c1	-3	-7	-7	.	0	0.0	0.2	1
CCn1cc(CNCc2c(C(=O)N3CCCCC3)nc3c(C)cccn23)cn1	.	-19	-13	7	-2	0.3	.	1
CCCCC1CC1C(=O)Nc1ncc2c(n1)CC(C)(C)CC2=O (configuration not stated)	.	-16	-9	-2	.	.	.	3
Cc1ccccc1OCC(O)Cn1c(SC(C)C)nc2c1c(=O)[nH]c(=O)n2C (configuration not stated)	-14	.	12	.	4	.	0.2	.
CN(C)[C@@H]1CCC[C@@H]1OC(=O)C(c1ccccc1)c1ccccc1	-8	-3	9	87*	.	-0.1	.	2
N=C(N)Sc1nc(N2CCCCC2)nc(N2CCCCC2)n1	.	-7	-6	11	3	0.0	.	1
CC1(C)CC(=O)C/C(=N\NC(=O)C2CC2c2ccccc2)C1 (configuration not stated)	.	-7	.	-1	-8	0.1	.	-3
Cc1ccc(-c2ccc([C@@H]3[C@H]4CN(C(=O)Nc5ccccc5)CCCCN4[C@H]3CO)cc2)cc1	-4	-2	.	12	.	0.0	-0.4	22
C[C@@H]1CN([C@@H](C)CO)C(=O)c2cc(-c3ccccc3)cnc2O[C@@H]1CN(C)C(=O)c1cccc(F)c1	.	.	4	1	19	-1.0	0.1	.

# Carrying on.
molecule	RAD54 inh	RAD52 anneal inh	esBAF inh	EWS-Fli inh	FN deposit inh	Xi reactivation	E-selectin induc	S100A4 inh HTS
Cc1nc2ccccc2nc1OCc1ccccc1	-5	-8	4	-17	3	0.1	0.3	-3
Clc1cccc(-c2noc3ncnc(Nc4ccc5c(c4)OCO5)c23)c1	4	-9	-7	7	2	0.1	0.0	-1
Cc1ccc(CN2CCN(Cc3cc4ccccc4o3)CC2CCO)cc1 (configuration not stated)	-7	-18	1	2	-9	0.0	-0.1	-2
Cc1cccc(C)c1NC(=O)NCCSc1snnc1C	.	-9	.	13	-6	3.6	.	16
O=C1OCC2=C1C(c1ccc(Cl)cc1)CC(=O)N2c1ccc(F)cc1 (configuration not stated)	.	-7	.	-6	.	0.0	.	3
COc1cccc2cc(C(=O)NCc3ccc(Cl)cc3)c(=O)oc12	-6	-2	-7	0	3	0.3	0.0	-2
COc1ccc(CN(C)C(=O)c2ccc(OCC(=O)Nc3cccc(C(F)(F)F)c3)c(OC)c2)c(OC)c1	4	1	7	40	4	-0.1	-0.3	-8
Cc1cc(C(=O)Nc2cccc3c2O[C@@H](CN(C)C(=O)NC2CCCCC2)[C@H](C)CN([C@H](C)CO)C3=O)n(C)n1	-2	2	2	-3	.	0.1	-16	2
N#CCC(=O)N/N=C/c1cn(Cc2ccc(Cl)c(Cl)c2)c2ccccc12	4	-6	-1	14	4	0.0	.	5
Cc1cc(C)c(S(=O)(=O)NCC(=O)NCc2ccco2)c(C)c1	.	-4	.	10	.	0.0	.	-5

# Additional entries follow.
molecule	RAD54 inh	RAD52 anneal inh	esBAF inh	EWS-Fli inh	FN deposit inh	Xi reactivation	E-selectin induc	S100A4 inh HTS
O=C(COc1ccc(Cl)cc1)Nc1ccc2[nH]ncc2c1	7	0	-6	5	-3	0.0	.	10
CN1C(=O)c2cc(NC(=O)c3ccc(Cl)cc3)ccc2OC[C@H]2O[C@@H](CC(=O)O)CC[C@@H]21	2	1	-1	-14	-2	0.3	-0.1	-5
CN(C)CCN(C(=O)c1ccc2c(c1)CCCC2)c1nc2cc3c(cc2s1)OCCO3	4	72*	13	.	4	0.0	0.9	0
CO[C@H]1CN(C)C(=O)c2cc(NC(=O)NC(C)C)ccc2OC[C@@H](C)N(S(C)(=O)=O)C[C@@H]1C	.	2	.	-4	8	0.0	-0.2	2
C[C@@H]1CCCCO[C@@H](CN(C)S(=O)(=O)c2ccc(F)cc2)[C@@H](C)CN([C@@H](C)CO)C(=O)c2cc(NS(=O)(=O)c3cccs3)ccc2O1	-1	-29	5	-6	.	0.2	0.2	1
COc1ccc(/C=C2\SC(=S)N(C(Cc3ccccc3)C(=O)O)C2=O)cc1 (configuration not stated)	.	-9	.	1	-26	0.0	.	3
Cc1cccc(NC(=S)N(CCCN2CCCC2)Cc2cccn2Cc2ccc(Cl)cc2)c1	1	12	-2	31	-14	0.0	18	1
CC(C)NC(=O)N1CC[C@@H]2[C@H]1c1cc(-c3cccc(F)c3)ccc1N(C)[C@H]2CO	-4	.	-2	0	-3	0.0	0.0	.
CN1C(=O)c2cc(NC(=O)C3CCOCC3)ccc2OC[C@@H]2O[C@@H](CC(=O)NCCc3ccncc3)CC[C@@H]21	-1	8	1	-2	1	0.0	0.2	-4
COCCNC(=O)C[C@@H]1C=C[C@H](NC(=O)NC2CCCC2)[C@H](CO)O1	3	-16	-3	7	-2	-0.4	0.1	3

# The results go on:
molecule	RAD54 inh	RAD52 anneal inh	esBAF inh	EWS-Fli inh	FN deposit inh	Xi reactivation	E-selectin induc	S100A4 inh HTS
N#C/C(=C\c1c(N2CCN(c3ccccc3)CC2)nc2ccccn2c1=O)C(N)=O	1	-20	24	-16	.	0.3	.	-31
CN1C[C@@H]2C[C@@H](C3=Cc4cc(Cl)ccc4OC3)N3CCC[C@@]23C1=O	1	-5	-1	8	.	0.0	.	-4
CCOC1CCc2c(C)nc(N)nc2S1 (configuration not stated)	.	-7	.	-12	2	0.3	0.0	0
CCc1c(C)nc2ncnn2c1Nc1ccc(C(C)=O)cc1	-1	.	48*	.	0	.	-0.2	.
NC(=O)c1ccccc1NS(=O)(=O)Cc1ccc(Cl)cc1	-10	-11	-7	-8	.	.	.	13
O=C(CCNC(=O)c1ccccc1Cl)Nc1cc(S(=O)(=O)N2CCOCC2)ccc1N1CCOCC1	4	-11	-3	-8	-2	0.0	7.4	-11
Cc1ccc(Nc2ncnc3c2nnn3Cc2ccccc2)cc1	-7	-5	.	-9	-7	0.1	-0.1	-1
C/C=C/c1ccc([C@@H]2[C@H](CO)N(CC3CC3)[C@H]2CNC(=O)c2ccccc2)cc1	-1	-19	-13	-6	8	0.0	0.0	-3
CC(C)C(CCN1C(=O)CCC1=O)C1CCOC(C)(C)C1 (configuration not stated)	-7	.	1	.	1	.	3.8	-6
CC(=O)NN1C(=O)c2ccccc2NC1c1ccccc1O (configuration not stated)	-5	1	-1	-7	-8	0.0	-0.3	-6

# (more compounds)
molecule	RAD54 inh	RAD52 anneal inh	esBAF inh	EWS-Fli inh	FN deposit inh	Xi reactivation	E-selectin induc	S100A4 inh HTS
Cc1cc(C(=O)NC2CC2)c2ccccc2n1	.	-18	.	3	-11	0.0	-0.2	-1
COc1ccccc1Nc1nn2c(=O)c3ccc(C(=O)N4CCC(C)CC4)cc3nc2s1	-1	-11	2	3	-6	0.0	.	5
Cc1cccc(N2CCN(C(=O)CCNS(=O)(=O)c3ccc4c(c3)oc(=O)n4C)CC2C)c1 (configuration not stated)	-4	-5	2	-1	7	0.1	.	-2
CN(C(=O)COC(=O)c1ccccc1SCC(=O)N1CCCC1)c1ccccc1	-12	-5	1	.	.	0.0	-0.6	-14
CC1(C)CC(NC(=O)c2ccc(Cl)c(S(=O)(=O)N(Cc3ccccc3)c3ccccc3)c2)CC(C)(C)N1	13	51*	-14	55	-2	0.0	0.7	-4
CC(C)C(=O)Nc1cc(S(=O)(=O)Nc2ccc(Cl)cc2)ccc1Cl	.	-11	.	-8	2	0.0	.	-1
CN(C)CCCNC(=O)[C@H]1[C@H](CO)[C@H]2Cn3c(ccc(-c4cccc(F)c4)c3=O)[C@@H]1N2	.	2	.	-1	.	0.1	0.6	0
C[C@@H]1CN([C@@H](C)CO)C(=O)c2cccc(NC(=O)c3ccncc3)c2O[C@H]1CN(C)Cc1ccncc1	1	0	-1	-13	.	-1.1	-0.3	3
NC(=O)c1nsc(C(=O)N(Cc2cccnc2)C(C(=O)NC2CCCCC2)c2ccc(F)cc2)c1N (configuration not stated)	4	-7	10	-4	-3	0.0	.	-3
Cn1c(=O)c(C(=O)COc2ccc(F)cc2Cl)c(N)n(Cc2ccccc2)c1=O	1	-28	-5	-19	5	0.0	.	-6

# Further entries
molecule	RAD54 inh	RAD52 anneal inh	esBAF inh	EWS-Fli inh	FN deposit inh	Xi reactivation	E-selectin induc	S100A4 inh HTS
Cc1ccc(N(C(=O)CNC(=O)c2ccco2)C(C(=O)NC2CCCC2)c2ccncc2)cc1 (configuration not stated)	-2	8	5	-4	-18	0.2	.	-3
Cc1noc(C)c1NC(=O)Nc1cccc2c1O[C@@H](CN(C)C(=O)Nc1ccc(F)cc1)[C@@H](C)CN([C@@H](C)CO)C2=O	.	.	3	-9	.	0.0	0.0	.
O=C(CSc1ccccc1)Nc1ccccc1C(=O)N1CCCC1	6	-3	.	-3	3	0.0	0.0	3
COc1ccc(NC(=O)N(C)C[C@@H]2Oc3c(NC(=O)c4cc(C)nn4C)cccc3C(=O)N([C@@H](C)CO)C[C@@H]2C)cc1	5	4	-2	.	.	-0.7	.	-5
c1ccc(CNCCC(Cc2ccccc2)c2ccco2)cc1 (configuration not stated)	4	-20	.	20	10	-0.1	.	-13
